Bioassay records: PubChem BioAssay, several laboratories
Arrestin-AP2 inh – human beta-arrestin and AP2 interaction inhibition. 340,000 tested, 0.31% active. FITC-arrestin peptide / GST-AP2 beads, flow cytometry; AP2 beta2 appendage carries R879A mutation. inhibition, % at 10 µM;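 active = inhibition above a set limit, near 3 SD of compounds lacking own fluorescence, cut at about 54% in these data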;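 also: plate controls were DMSO wells for no effect and 5 µM unlabelled arrestin peptide for full effect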
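System: GST-AP2 R879A glutathione beads; medium: PBS, Tween 20 0.05%, BSA 0.1%; reagent: fluorescein-tagged arrestin peptide at 50 nM final; schedule: pre-incubation 12 min, peptide binding 1 h, room temperature; detection: flow cytometry, FL1 (488/535 nm); read-out: inhibition as reduced fluorescein signal on beads, percent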
PKA-R2B act – activators of human PKA-R2B complex | AID 504700 | PKA-R2B holoenzyme dissociation, Cy5-IP20 fluorescence polarization; R2B truncated from residue 108, S112A mutant; 0% DMSO only, 100% 113 µM cGMP | activation, % at 11.4 µM | P22694+P31323 | 340,000 tested, 0.079% active;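 active = activation above a cutoff set at the mean over all compounds plus 3 SD, cut at about 18% in these data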;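 also: higher means more holoenzyme dissociation and a rise in polarization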
SR-BI HDL uptake – inhibitors of mouse SR-BI mediated HDL lipid uptake; ldlA[mSR-BI] CHO cells, DiI-HDL uptake fluorescence, 3 h; inhibition, % at 12.5 µM; Q61009; 320,000 tested, 0.96% active;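 active = mean replicate inhibition of at least 70% and a set share of replicates each scoring 70 or more; inconclusive = meets just one of the two criteria; inactive = fails both criteria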;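 also: 0% = median of neutral control wells and 100% = median of positive control wells; values of inactives mirror those of a sister screen read the other way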
MITF TRPM1 HTS – MITF TRPM1 promoter activation in melanoma cells; activation, % at 12.5 µM; SK-MEL-5 TRPM1-promoter luciferase, 24 h; % of positive control, neutral wells = 0; AID 588334; 300,000 tested, 0.75% active;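 active = mean activation of at least 80% with every replicate also reaching 80%; inconclusive = mean reaches 80% but some replicate falls short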;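 also: 0% = neutral control wells and 100% = parthenolide positive control wells; values of inactives mirror those of a sister screen read the other way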
Mot1-301 SUMO – blocks SUMOylation pathway, rescuing yeast Mot1-301 growth | S. cerevisiae Mot1-301 growth rescue, ATP luminescence, 38.5C; percent above DMSO median, 100 means doubled | growth rescue, % at 18.8 µM | 320,000 tested, 1% active;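 active = every valid replicate shows activation above 250% relative to neutral control wells; inactive = the rest, any valid replicate at or below 250%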;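 also: OY570 slx delta 5 strain wells were the positive control but not used for scaling; some compounds called inactive have numbers as strong as hits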
dFosB act – activators of mouse delta FosB homodimer. purified delta FosB, TAMRA-CDK5 oligo fluorescence polarization; percent of positive-control signal above neutral wells. 340,000 tested, 0.99% active. activation, % at 25 µM. P13346;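 active = mean activation above about 17%, with every replicate also reaching it, limit read from the data, passing the limit was not always enough; inconclusive = only one of the two conditions met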;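 also: fluorescence polarization rise as delta FosB binds a TAMRA Cdk5 AP-1 oligo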
Target sequence (P13346 whole entry, looked up): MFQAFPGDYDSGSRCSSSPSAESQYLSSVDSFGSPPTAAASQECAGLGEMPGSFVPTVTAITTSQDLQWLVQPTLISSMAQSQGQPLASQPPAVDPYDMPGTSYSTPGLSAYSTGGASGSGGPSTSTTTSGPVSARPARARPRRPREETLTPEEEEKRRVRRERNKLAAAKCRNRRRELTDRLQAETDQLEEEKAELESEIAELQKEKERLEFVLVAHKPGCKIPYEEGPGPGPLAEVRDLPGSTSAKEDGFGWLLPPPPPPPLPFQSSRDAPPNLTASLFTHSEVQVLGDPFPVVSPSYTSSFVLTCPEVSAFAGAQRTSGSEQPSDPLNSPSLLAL
SR-BI uptake up – SR-BI HDL lipid transfer activation; CHO ldlA[mSR-BI] cells, DiI-HDL uptake fluorescence, 3 h; 100 = double the neutral-control signal; activation, % at 12.5 µM; 320,000 tested, 0.096% active; AID 504775;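 active = mean replicate activation of at least 60% and every replicate at or above 60%; inconclusive = mean or all-replicate condition met, but not both; inactive = mean below 60% and not all replicates reaching 60%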;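 also: 0% = median plate neutral-control signal and 100% = twice that signal; values of inactives mirror those of a sister screen read the other way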
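Material – SR-BI-overexpressing, LDLR-lacking CHO cells · Medium – BSA-supplemented, HEPES-buffered Ham's F12, pH 7.4 · Doses – single concentration · Times – compound with DiI-HDL co-incubation, 3 h at 37 °C · Measured by – bottom-read fluorescence, 550/595 nm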
NSD2 inh – blocks human histone methyltransferase NSD2; NSD2 peptide methylation, AlphaScreen, 120 min; inhibition, % at 12.5 µM; 310,000 tested, 0.54% active; in the data active = inhibition above about 50%
CDK5 p35 inh – inhibitors of human CDK5/p35 kinase; Q00535+Q15078; inhibition, % at 10 µM; Recombinant CDK5/p35, ADP-Glo luminescence, 60 min; 330,000 tested, 0.01% active;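 active = highest replicate inhibition of at least 50% and at least 75% of replicates reaching 50%; inconclusive = only one of the two criteria met; inactive = both criteria failed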;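 also: plate controls were DMSO neutral control for no effect and GW8510 at 10 µM for full effect; many of its hits are not listed in these tables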
Target sequence (Q00535 whole entry, looked up): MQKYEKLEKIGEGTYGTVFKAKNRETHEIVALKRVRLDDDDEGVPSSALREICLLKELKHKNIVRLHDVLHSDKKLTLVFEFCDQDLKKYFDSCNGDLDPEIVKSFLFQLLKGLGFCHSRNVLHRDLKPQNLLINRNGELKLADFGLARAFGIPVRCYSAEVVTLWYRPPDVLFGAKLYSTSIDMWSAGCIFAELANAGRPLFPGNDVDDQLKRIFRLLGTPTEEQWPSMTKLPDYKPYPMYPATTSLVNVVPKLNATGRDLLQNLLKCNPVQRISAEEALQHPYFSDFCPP
Target sequence (Q15078 whole entry, looked up): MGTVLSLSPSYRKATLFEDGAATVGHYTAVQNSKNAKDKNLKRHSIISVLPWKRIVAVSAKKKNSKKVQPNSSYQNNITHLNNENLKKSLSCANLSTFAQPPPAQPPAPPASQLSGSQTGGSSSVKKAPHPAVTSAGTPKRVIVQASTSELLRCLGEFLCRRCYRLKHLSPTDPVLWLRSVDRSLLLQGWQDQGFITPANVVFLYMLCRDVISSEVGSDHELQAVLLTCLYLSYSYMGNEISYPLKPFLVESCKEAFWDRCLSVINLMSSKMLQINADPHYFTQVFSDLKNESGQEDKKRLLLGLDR
DSG3 Ab inh – inhibitors of pemphigus antibody binding to human desmoglein-3; P32926; DSG3-coupled beads, scFv-anti-DSG3-GFP binding, flow cytometry; stronger effect = lower value; binding (percent of control), % at 10 µM; 310,000 tested, 0.48% active; AID 588358;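 active = binding more than 3 SD below its plate's average and above zero; inconclusive = below that plate limit but binding exactly zero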;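 also: hits lower antibody fragment binding to DSG3; some compounds called inactive have numbers as strong as hits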
PKA-R1A activ – activates the PKA-R1A holoenzyme complex; P00514+P68181; PKA-R1A dissociation, Cy5-IP20 fluorescence polarization; scaled: DMSO 0%, 113 µM cGMP 100%; activation, % at 11.4 µM; 340,000 tested, 0.083% active;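 active = percent activation above the mean of all tested compounds plus 3 SD, cut at about 19% in these data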;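 also: higher means more PKAc released from R1A so a rise in polarization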
* = called active by the depositor; ? = inconclusive; · = not tested or not shown.

SMILES	Arrestin-AP2 inh	PKA-R2B act	SR-BI HDL uptake	MITF TRPM1 HTS	Mot1-301 SUMO	dFosB act	SR-BI uptake up	NSD2 inh	CDK5 p35 inh	DSG3 Ab inh	PKA-R1A activ
Cc1cc(N(C)Cc2ccccc2)nc(-c2ccccc2)n1	0	-5	3	-9	-27	-6	-3	3	-6.1	·	2
O=C(CSc1nc2ccccc2c(=O)[nH]1)Nc1ccc([N+](=O)[O-])cc1	14	-5	17	-14	-14	-7	-17	0	-7.2	121	-1
CCOC(=O)c1cc(NC(=O)CNCC(c2ccccc2)N(C)C)cc(C(=O)OCC)c1 (stereo not drawn)	-6	-1	-10	15	-17	-6	10	3	1.2	97	-5
Cc1cc(C)cc(NC(=O)CCc2nc3sc4c(c3c(=O)[nH]2)CCCC4)c1	-16	0	-29	-4	19	10	29	·	0.5	94	-12
CCOC(=O)C1CCCN(C(=O)c2ccc3c(c2)N(C)C(=O)/C(=C/c2ccccc2Cl)S3)C1 (stereo not drawn)	29	-7	34	-4	-8	1	-34	-1	0.3	·	0
CCn1c(COc2ccccc2C)nnc1SCC(=O)N1CCC(C)CC1	6	-2	-3	-7	-14	-8	3	-1	0.4	96	-4
COc1ccc(C(=O)NNC(=S)Nc2ccccc2)cc1	-24	9	5	?	0	2	-5	7	0.4	89	-2
O=C(NC1(C(F)(F)F)C(=O)Nc2c1c(=O)[nH]c(=O)n2Cc1ccco1)C1CCCCC1 (stereo not drawn)	7	4	-1	-9	-2	0	1	4	0.1	102	4
CCC(Oc1ccccc1)C(=O)Nc1ccccc1C(=O)N1CCCCC1 (stereo not drawn)	-7	-6	-16	-4	-3	-4	16	-5	0.3	·	5
Cc1cc([N+](=O)[O-])ccc1NCc1ccco1	5	-11	-6	-2	-6	3	6	3	-5.3	101	-1
CCc1nc2oc3ccccc3c(=O)c2c(=O)n1Cc1ccc(OC)cc1	-9	-12	-8	2	-5	-18	8	-1	0.5	95	4
COc1ncc(-c2ccc3c(c2)S(=O)(=O)c2cccc(C(=O)NCc4ccco4)c2C3=O)cn1	0	-2	13	-10	8	-4	-13	·	-0.7	100	-3
O=C(CNC(=S)N(Cc1ccccc1F)C1CCCCC1)NCCN1CCOCC1	-32	-3	-45	11	-3	-8	45	5	0.3	·	-4
Cc1cc(-c2ccccc2)[nH]c(=O)c1S(=O)(=O)c1ccccc1	4	-12	-22	0	-25	-1	22	-4	-0.5	·	-4
Cc1ccc(-c2nnc(NC(=O)C3=COCCO3)o2)c(C)c1	-4	-7	-13	10	-9	-6	13	-3	1.0	91	1
CCC(CC)C(=O)NCCc1cc2c(C)ccc(C)c2[nH]c1=O	14	0	-16	·	15	1	16	·	-0.9	101	-10
Cc1cc(=O)c2ccc3ccccc3c2[nH]1	-8	4	-8	3	-4	-14	8	-3	3.1	104	-3
CN1CCN(S(=O)(=O)c2cc(C(F)(F)F)ccc2Cl)CC1	-14	2	-7	-4	-3	-1	7	-4	-0.4	109	2
Cc1ccc(C(=O)NC(=O)OCCn2c(C)cnc2[N+](=O)[O-])cc1	3	6	-1	6	55	-1	1	-3	3.8	112	2
CC(=O)c1ccc(NC(=O)CC2Nc3cccc4cccc(c34)NC2=O)cc1 (stereo not drawn)	-3	-1	20	-5	238	-7	-20	78*	-0.1	96	-7
COC(=O)Cn1c(=O)c2c(n(Cc3ccccc3)c1=O)N/C(=C/c1ccc(Br)cc1)C2=O	10	3	·	-5	-16	-3	·	-3	1.7	89	-6
O=C(Nc1cccc(Cl)c1)Nc1nc(-c2ccc(Cl)cc2)cs1	-26	4	79*	-16	0	2	-79	-1	0.4	95	-12
CCOC(=O)CN1C(=O)C(Sc2n[nH]c(-c3ccccc3)n2)CCc2ccccc21 (stereo not drawn)	-2	-6	3	-16	-1	-8	-3	-2	0.4	101	3
Cc1ccc(C)c(NC2=CC(=O)CC(C)(C)C2)c1C#N	8	-9	-3	-9	-8	-4	3	4	-1.1	98	-5
COc1ccc(Cn2c(=O)oc3ccc(C)cc32)cc1OC	1	-5	35	·	221	-2	-35	-1	-3.8	106	-7
Additional results:
SMILES	Arrestin-AP2 inh	PKA-R2B act	SR-BI HDL uptake	MITF TRPM1 HTS	Mot1-301 SUMO	dFosB act	SR-BI uptake up	NSD2 inh	CDK5 p35 inh	DSG3 Ab inh	PKA-R1A activ
Cc1ccc(S(=O)(=O)NC2CCCCC2)cc1	-3	-2	-10	-3	128	-9	10	·	0.3	102	4
COC(=O)[C@@]12CCCCN1[C@H](c1ccc(SC3CCCCC3)cc1)[C@H]1C(=O)N(C)C(=O)[C@H]12	6	0	12	-8	-9	-6	-12	·	0.9	110	-7
Cc1ccc(NC(=O)Cn2c(=O)n(Cc3ccco3)c(=N)c3c4c(sc32)COC(C)(C)C4)cc1	7	-9	5	-1	-3	1	-5	0	-0.7	·	-15
O=[N+]([O-])c1ccc(CNc2cccc(F)c2)s1	2	4	-2	·	-10	-3	2	1	0.5	124	7
O=C(NCc1ccco1)c1nc2nc(-c3cccs3)cc(C(F)(F)F)n2n1	20	-5	23	·	-18	2	-23	-3	-0.2	96	1
O=C(CN1C(=O)S/C(=C/c2cccs2)C1=O)N1CCCC1	5	-1	3	6	-4	8	-3	0	0.6	111	7
Cc1c(NC(=O)Nc2ccc([N+](=O)[O-])cc2)c(=O)n(-c2ccccc2)n1C	-3	-4	2	4	6	0	-2	7	1.7	103	1
Cc1ccc(C)c(S(=O)(=O)N2CCCC2CNC(=O)C(=O)NCc2ccccn2)c1 (stereo not drawn)	-2	4	4	-1	252	-12	-4	0	-0.5	100	-2
CCCN(CC(=O)Nc1ccc(OC)c(OC)c1)CC(=O)Nc1ccc(F)c(F)c1F	14	1	35	-4	-24	-6	-35	2	1.0	105	-14
Cc1ccc(N=C2NC(=O)/C(=C/c3cccn3C)S2)cc1	-12	-17	21	·	-8	-7	-21	5	-9.1	109	-1
COc1cccc(Oc2nc(N)ncc2[N+](=O)[O-])c1	13	-4	·	-5	17	1	·	-2	0.5	131	-3
COc1ccc(NC(=O)Nc2ccc(Cc3ccncc3)cc2)cc1OC	2	7	14	6	67	-3	-14	1	0.7	96	-6
CN1C(=O)CC(N2CCN(c3ccc(Cl)c(Cl)c3)CC2)C1=O (stereo not drawn)	14	-16	-26	-8	279	-7	26	2	8.4	107	0
CC(=O)Nc1ccc(NC(=O)COc2ncnc3ccccc23)cc1	9	-4	-12	-3	101	6	12	2	1.7	97	3
Nc1c(Cl)cc(NC(=O)c2ccccc2C(=O)O)cc1Br	14	-11	-18	0	32	4	18	1	4.2	96	1
CCOC(=O)COc1c(Cl)cc(C2NC(=S)NC(c3ccccc3)=C2C(C)=O)cc1OC (stereo not drawn)	-2	0	43	-13	2	-8	-43	1	-0.6	77	-17
O=C(NC(Cc1c[nH]c2ccccc12)C(=O)O)/C(=C/c1ccc2c(c1)OCO2)NC(=O)c1ccccc1 (stereo not drawn)	-15	1	-11	-4	·	-5	11	0	-1.0	99	2
CCCNC(=O)C(Cc1ccccc1)NC(=O)Cc1ccccc1 (stereo not drawn)	·	-5	-7	0	-11	-1	7	·	-0.7	104	2
Fc1ccccc1OCCCCSc1ncccn1	25	-3	-5	·	184	-6	5	-2	0.2	·	-7
CC(=O)c1ccc(C#CC(C)(C)O)s1	-3	4	-21	-4	1	2	21	7	0.4	94	0
C/C(=N\O)C(C)(C)Nc1ccc(F)cc1	-2	-2	-16	·	-1	0	16	2	-4.1	·	-2
CC1CCCN(Cc2csc(N)n2)C1 (stereo not drawn)	10	-2	·	7	-4	-2	·	-1	0.8	110	-10

Some of these compounds in order of molar mass, low to high.
SMILES	Arrestin-AP2 inh	PKA-R2B act	SR-BI HDL uptake	MITF TRPM1 HTS	Mot1-301 SUMO	dFosB act	SR-BI uptake up	NSD2 inh	CDK5 p35 inh	DSG3 Ab inh	PKA-R1A activ
COc1cccc(Oc2nc(N)ncc2[N+](=O)[O-])c1	13	-4	·	-5	17	1	·	-2	0.5	131	-3
Nc1c(Cl)cc(NC(=O)c2ccccc2C(=O)O)cc1Br	14	-11	-18	0	32	4	18	1	4.2	96	1
O=C(NCc1ccco1)c1nc2nc(-c3cccs3)cc(C(F)(F)F)n2n1	20	-5	23	·	-18	2	-23	-3	-0.2	96	1
CCCN(CC(=O)Nc1ccc(OC)c(OC)c1)CC(=O)Nc1ccc(F)c(F)c1F	14	1	35	-4	-24	-6	-35	2	1.0	105	-14
COC(=O)[C@@]12CCCCN1[C@H](c1ccc(SC3CCCCC3)cc1)[C@H]1C(=O)N(C)C(=O)[C@H]12	6	0	12	-8	-9	-6	-12	·	0.9	110	-7
CCOC(=O)COc1c(Cl)cc(C2NC(=S)NC(c3ccccc3)=C2C(C)=O)cc1OC (stereo not drawn)	-2	0	43	-13	2	-8	-43	1	-0.6	77	-17
